High-throughput results: PubChem BioAssay, NCI
All columns: NCI-60 one-dose screen, growth in % after 48 h at 10 µM unless noted; 100 = growth as untreated, 0 = no growth, -100 = all killed.
T-47D: T-47D breast cancer; 79,000 compounds, 5% hits
MDA-MB-468: MDA-MB-468 breast cancer. 78,000 compounds, 8.5% hits. AID 2202374
BT-549: BT-549 breast cancer. 78,000 compounds, 4.4% hits. AID 1794793
SR: SR leukemia cells; 73,000 compounds, 8.7% hits; AID 1794780
MCF7: MCF7 breast cancer | 82,000 compounds, 6.3% hits
MDA-MB-231: MDA-MB-231 breast cancer. 81,000 compounds, 5% hits. AID 1794789
MOLT-4: MOLT-4 leukemia cells | 80,000 compounds, 6.9% hits | AID 1794779
K-562: K-562 leukemia. 78,000 compounds, 7.4% hits. AID 1794777
Numbers without * were called inactive; x = not tested or not shown; & = joins results of further samples. Rule for the calls: active = growth percent below 10; inactive = the rest.

structure	T-47D	MDA-MB-468	BT-549	SR	MCF7	MDA-MB-231	MOLT-4	K-562
C/C=C\[C@]1(O)[C@@]2(O)C(=O)O[C@]13C(=Cc1c(OC)ccc(OC)c1[C@@H]3O)C(=O)C2C (stereo partly drawn)	34.3	16.6	98.7	47.2	80.4	94.8	95.9	83.2
Nc1ccc(Sc2ccc3c4c2cccc4c(=O)n2c4ccccc4nc32)cc1	39.6	43.5	59.1	16.1	23.6	54.4	-6.9*	60.3
Fc1ccc(-n2nc(C(F)(F)F)c3c2OCc2ccccc2-3)cc1	72.6	104.4	115.7	121.3	75.0	99.0	103.1	103.1
O=C1CCCCC1Nc1ccc(Br)cc1 (stereo not drawn)	x	109.6	83.2	94.7	98.9	113.7	102.9	53.4
C#C[C@]1(CO)O[C@@H](n2cnc3c(N)nc(F)nc32)C[C@@H]1O	103.9	100.1	84.6	106.7	95.7	97.6	87.7	108.4
CC(=O)Nc1ccc(O)c(C)c1	95.9	111.2	111.5	94.6	99.9	96.9	85.2	98.6
Fc1ccc(-c2nnc(-c3ccc4ccccc4c3)o2)cc1	77.5	96.0	106.4	107.4	71.9	87.4	108.5	94.1
O=C1OC(c2ccc(-c3ccccc3)cc2)=C/C1=C/C=C/c1ccccc1	101.2	99.7	110.8	98.3	87.9	104.7	98.5	96.0
CCN(CC)CCNc1cccc2c(SC)ccnc12	100.9	92.4	74.9	106.4	95.6	80.2	62.5	81.4
CO[C@]12C=C/C(=C(/C(=O)OCc3cccnc3)C(=O)CCCCCCCC[C@@]3(OC)C=C/C(=C(/C(=O)OCc4cccnc4)C(=O)CCCCCCCC1)O3)O2	38.4	-4.9*	-24.7*	-9.1*	18.5	13.9	-2.2*	1.5*
O=C(O)CN(CCOCCOCCN(CC(=O)O)CC(=O)O)CC(=O)O	98.2	102.3	90.9	97.4	109.2	112.1	100.4	104.2
Cc1cc2c(C#N)n3c(c2cc1C)C(=O)C(c1ccccc1)Oc1ccccc1-3 (stereo not drawn)	15.2	50.0	17.0	7.7*	68.2	58.9	69.2	12.7
N#C/C(C(=O)c1ccccc1)=C1/C(=O)Nc2ccc([N+](=O)[O-])cc21	87.5	77.9	113.3	118.4	75.5	86.3	86.0	97.2
COc1ccc(C(=O)C[n+]2cn(CC(=O)Nc3cccc4cccnc34)c3ccccc32)cc1	35.0	14.1	44.5	77.3	75.3	89.4	90.0	51.1
COc1cc(/C=N/Nc2ccccc2F)cc(OC)c1OC	67.7	97.0	96.0	90.9	78.3	81.5	83.9	48.5
COc1cc2cc3c4cc(OC)c(OC)cc4cc[n+]3c(C)c2cc1OC (tested in a mixture with another compound)	56.9	38.4	91.8	69.7	65.8	100.6	90.8	81.1
CC(C)(C)C(C)(C)NC(=O)C(O)COC(=O)c1ccc(Cl)cc1 (stereo not drawn)	92.5	97.3	104.7	91.5	94.9	102.4	94.0	91.4
CC(=O)CC(c1cccs1)c1c(-c2ccccc2)[nH]c2cc(C)ccc12 (stereo not drawn)	70.9	85.4	106.7	x	78.8	74.1	67.9	54.2
CCCCCCC(c1ccc(N(C)C)cc1)c1ccc(N(C)C)cc1	91.4	91.9	x	100.5	91.7	99.7	107.3	98.8
O=C1CCCCN1	84.3	76.5	104.1	97.7	94.3	101.3	100.9	103.7
COc1ccc(NC(=S)N2CCN(c3nc(-c4ccc(C)cc4)nc4ccccc34)CC2)cc1	65.5	84.4	94.7	84.6	82.4	64.6	62.7	54.8
CCC(=O)c1c(CC)ccc2ccccc12	100.2	93.0	125.2	108.1	96.5	100.9	105.3	110.9
COC(=O)/C=C1/S/C(=N/NC(=O)COc2cc(=O)n(C)c3ccccc23)N(c2ccccc2)C1=O	94.7	113.9	94.5	98.8	97.8	100.6	110.0	106.3
O=C(Nc1nc2ccc(C(F)(F)F)cc2s1)c1cc(Cl)ccc1O	-5.1*	-1.5*	-8.6*	0.8*	-1.1*	-10.5*	1.5*	5.7*
O=c1cn[nH]c2ccc(Br)cc12	83.0	109.2	105.0	89.4	104.8	115.6	86.5	95.7
COc1cc(OC)c(Br)c(OC)c1	101.7	107.9	97.0	123.4	118.8	128.3	117.3	128.6
O=[N+]([O-])c1ccc(Oc2ccccc2)cc1	100.3&115.5	113.0&103.3	105.6&83.9	101.8&89.7	95.2&105.0	135.5&108.8	92.6&96.5	123.0&117.9
Cc1c(C)c2c(c(C)c1NC(=O)CCC(=O)O)CCC(C)(CCCC(C)CCCC(C)CCCC(C)C)O2 (stereo not drawn)	x	86.3	115.2	x	100.0	114.5	83.8	112.9
c1ccc2c(c1)CN(C1CCCCC1)CO2	111.2	120.4	113.3	x	124.0	138.5	116.4	102.0
COc1cc(-c2cccc([N+](=O)[O-])c2)c(-c2nc(-c3ccccc3)c(-c3ccccc3)n2C2CC2)cc1OC	23.9	49.4	47.2	57.2	34.8	72.4	25.9	32.6

Overlap with the part before: four compounds; new compounds follow.
structure	T-47D	MDA-MB-468	BT-549	SR	MCF7	MDA-MB-231	MOLT-4	K-562
O=[N+]([O-])c1ccc(Oc2ccccc2)cc1	100.3&115.5	113.0&103.3	105.6&83.9	101.8&89.7	95.2&105.0	135.5&108.8	92.6&96.5	123.0&117.9
Cc1c(C)c2c(c(C)c1NC(=O)CCC(=O)O)CCC(C)(CCCC(C)CCCC(C)CCCC(C)C)O2 (stereo not drawn)	x	86.3	115.2	x	100.0	114.5	83.8	112.9
c1ccc2c(c1)CN(C1CCCCC1)CO2	111.2	120.4	113.3	x	124.0	138.5	116.4	102.0
COc1cc(-c2cccc([N+](=O)[O-])c2)c(-c2nc(-c3ccccc3)c(-c3ccccc3)n2C2CC2)cc1OC	23.9	49.4	47.2	57.2	34.8	72.4	25.9	32.6
CCCCC(Nc1ncnc2nc[nH]c12)C(=O)O (stereo not drawn)	92.0	113.9	x	95.5	89.7	107.2	97.1	101.9
Nc1nc(N)nc(-c2ccccn2)n1	104.7	108.4	106.3	114.2	97.7	110.4	122.9	116.7
COc1cccc(NC(=O)CCC(=O)O)c1	87.4	103.6	102.8	x	100.9	104.2	103.9	104.0
O=C(Nc1ccc(Br)cc1)C1=NCCCCN1	71.3	97.6	87.5	106.6	81.0	92.1	96.5	50.8
CC/C(=C(\c1ccc(OCCN2CCOCC2)cc1)c1ccc(OC(=O)C2CCCCC2)cc1)c1ccc(Cl)cc1	72.3	105.5	112.4	94.1	62.0	109.2	96.0	83.0
CC[N+](C)(C)Cc1ccccc1Br	129.5	84.8	109.2	111.6	107.8	101.3	108.6	122.7
C=C(C)C(C(=O)OCC)(C(=O)OCC)C(C)C	124.4	109.3	115.2	119.7	97.4	111.7	114.3	115.5
Cn1cnc2c(cnn2C)c1=N	105.4	109.8	106.0	95.5	101.9	94.8	101.6	96.2
CC(C)C[C@H](NC(=O)Cn1ccc(NCc2ccccc2)cc1=O)B(O)O	-14.6*	-41.2*	3.6*	5.5*	28.9	28.0	-10.3*	15.6
O=C(Cn1cnc2c(cc(-c3ccccc3)n2-c2ccccc2)c1=O)Nc1ccccc1	95.6	102.1	101.7	101.1	99.6	x	96.8	91.6
COc1ccc(/C=C/c2c(C(=O)c3ccccc3)c(C)nc3ccccc23)cc1	36.9	39.3	85.8	59.5	89.7	94.8	67.6	49.1
CCCCCCCCSCCCC(=O)O	94.5	87.8	79.7	84.9	94.1	112.3	103.4	97.3
Nc1ncc(C#Cc2cncc(NC(=O)c3cccc(OC(F)(F)F)c3)c2)c2cccnc12	98.8	97.9	107.6	74.3	53.2	63.4	93.9	12.4
COc1ccc(-c2nn(-c3cccc(Cl)c3)cc2-c2c(C#N)c(N)n(N)c(=O)c2C#N)cc1	48.7	56.1	58.0	x	47.5	75.3	x	x
c1ccc2[nH]c(-c3ccc(Nc4nc(N5CCCCC5)nc(N5CCOCC5)n4)cc3)nc2c1	23.4	-3.7*	23.1	9.8*	3.5*	23.1	13.7	-6.7*
O=C1CC(=O)N2CSCN(C(c3ccccc3)c3nc4ncncc4[nH]3)C2=N1 (stereo not drawn)	98.8	102.0	105.2	118.4	93.9	101.3	111.7	101.7
OC1CCc2c(-c3ccc4ncnc(N5CCc6cc(F)c(Cl)cc65)c4c3)cncc21 (stereo not drawn)	7.0*	9.2*	46.5	47.9	23.4	40.2	21.9	60.9
Cc1cc(C)c2c(N)c(C(=O)Nc3ccc(C(F)(F)F)cc3)sc2n1	58.5	70.0	104.1	84.7	63.1	x	100.6	89.6
COc1ccc(-c2ccc(-c3ccc(C(=N)N)cn3)o2)cc1	69.1	48.7	86.3	10.3	47.3	47.4	52.7	24.7
NC(=O)C(CCc1nc2ccccc2[nH]1)NS(=O)(=O)c1ccccc1 (stereo not drawn)	95.5	114.1	103.6	99.1	93.6	111.5	104.6	94.7
Cn1c2c(c3ccc(Cl)c(Cl)c31)C(C#N)C1(CCN(C(=O)OC(C)(C)C)CC1)NC2=O (stereo not drawn)	82.5	95.7	88.4	91.5	85.5	99.3	65.4	105.7
CCc1csc(=S)[nH]1 (tested in a mixture with another compound)	103.4	91.8	102.9	143.7	98.4	97.4	143.3	99.3
Cc1cccc(C)c1N1C(=O)CC(Sc2ccccc2N)C1=O (stereo not drawn)	113.5	109.1	118.9	97.1	89.0	95.0	94.9	104.8
COc1ccc(OC)c(C(=O)/C=C/c2cc3c(c(OC)c2OC)OCO3)c1	70.6	33.5	65.6	17.8	31.4	83.2	52.8	29.7
N#Cc1c(-c2cccc3ccccc23)cc(-c2cccc(OCC(=O)O)c2)[nH]c1=O	105.4	98.7	113.9	87.2	96.1	x	85.7	94.2
O=c1ccc2ccccc2c2ccccc12	71.9	87.1	80.7	x	55.6	97.9	100.8	57.4
CCOC(=O)C1=C(N)Oc2cc(OC)ccc2C1c1ccc(F)c(F)c1 (stereo not drawn)	36.4	-37.8*	50.2	12.7	16.6	47.4	28.6	11.2
O=C(CN1CCN(Cc2ccc(Cl)cc2)C(=O)c2ccccc2C1=O)NC12CC3CC(CC(C3)C1)C2	83.0	84.3	102.8	85.4	89.7	89.6	96.9	97.7
O=C1c2cc(F)ccc2Oc2cc([N+](=O)[O-])ccc2N1c1ccc(F)cc1F	78.1	96.4	x	x	103.0	86.5	54.7	85.3
C=C[C@@H]1C[C@H](O)Cc2ccccc2N1	118.4	123.5	112.7	x	104.9	101.0	x	x
O=c1[nH]cnc2c1C(c1ccc(F)cc1)c1sc3c(F)cccc3c1O2 (stereo not drawn)	76.6	78.9	116.1	84.6	35.4	78.2	106.2	96.8
Cc1ccc(-c2cc(-c3cccc(Cl)c3)[nH]c(=O)c2C#N)s1	83.1	110.3	112.9	99.3	89.2	104.4	107.0	100.6
O=C1CC(c2ccc(F)c(F)c2)c2snc(C(=O)O)c2N1 (stereo not drawn)	98.1	102.9	107.9	x	98.6	113.1	107.4	103.5
COc1cc(CNC(=O)Cc2ccccc2)ccc1OCc1cn(-c2cccc(Cl)c2)nn1	102.1	99.1	87.6	84.0	94.7	97.3	94.8	83.2
CCOC(=O)c1nn(C)c2[nH]c(=O)n(C)c(=O)c12	109.1	103.3	x	97.5	89.1	105.3	92.4	104.4
COc1ccc2c(c1)N(Cc1ccc(Cl)cc1)CCC2N1CCCC1=O (stereo not drawn)	31.5	42.3	16.1	34.2	35.5	61.8	34.5	47.4
CCNC(=O)COc1ccc(Br)cc1Br	91.2	89.6	97.1	85.9	94.2	106.1	86.6	97.0
O=C(N/N=C\c1cc(=O)[nH]c(=O)[nH]1)c1ccncc1	x	105.0	112.7	113.8	105.0	97.6	107.2	110.5
O=S(=O)(NCCNc1nccc(-c2c(-c3ccc(O)cc3)nc3sccn23)n1)c1ccc(O)cc1	77.5	83.1	105.1	x	85.7	106.7	91.2	97.0
N#C/C(=C\c1ccc(Br)cc1)n1nnc2cccc(F)c21	21.7	-0.6*	17.6	10.1	12.6	-1.1*	1.3*	12.7
COc1ccc2[nH]c(O)c(/C=c3/ccc4c(c3)N=C(c3cc(OC)c(OC)c(OC)c3)N=4)c2c1	70.2	x	75.9	74.5	71.7	82.0	69.3	99.2
Nc1ccc(NCc2c(-c3ccccc3)no[n+]2[O-])cc1	100.8	85.3	103.0	103.9	85.5	103.6	91.8	99.1
CCCCCCCCCCCC[n+]1ccccc1 (tested in a mixture with another compound)	14.4	-37.6*	-57.6*	x	2.8*	-30.4*	-30.6*	-33.3*
Cc1c(C(=O)NCCc2ccccc2)sc2ncc(-c3ccc(Br)cc3)n12	94.6	103.4	110.0	93.4	95.5	53.9	100.9	79.1
COC(=O)C1(C(=O)Nc2ccc([N+](=O)[O-])cc2)CCCO1 (stereo not drawn)	99.1	105.4	105.5	98.8	97.4	108.3	101.6	93.9

Profiles from above. Values in the order: T-47D | MDA-MB-468 | BT-549 | SR | MCF7 | MDA-MB-231 | MOLT-4 | K-562
Cc1ccc(-c2cc(-c3cccc(Cl)c3)[nH]c(=O)c2C#N)s1 is entered as 83.1 | 110.3 | 112.9 | 99.3 | 89.2 | 104.4 | 107.0 | 100.6
COc1ccc2c(c1)N(Cc1ccc(Cl)cc1)CCC2N1CCCC1=O (stereo not drawn) is entered as 31.5 | 42.3 | 16.1 | 34.2 | 35.5 | 61.8 | 34.5 | 47.4
COc1ccc2[nH]c(O)c(/C=c3/ccc4c(c3)N=C(c3cc(OC)c(OC)c(OC)c3)N=4)c2c1 is entered as 70.2 | x | 75.9 | 74.5 | 71.7 | 82.0 | 69.3 | 99.2
CCNC(=O)COc1ccc(Br)cc1Br is entered as 91.2 | 89.6 | 97.1 | 85.9 | 94.2 | 106.1 | 86.6 | 97.0
